From PubChem BioAssay
Diaphorase act = compounds boosting diaphorase resazurin reduction – biochemical, uHTS, resorufin fluorescence, counter-screen for diaphorase-coupled primary assays, primary screen; Diaphorase/resazurin coupled assay, 16 min; stronger effect = higher value; 1 = vehicle wells, 0 = NADH-free wells; hit rate 0.005% among 190,000; activation factor at 20 µM;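 active = diaphorase activity raised at least twofold by the compound at 20 µM; inactive = activation factor below 2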
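Test system: Clostridium kluyveri diaphorase, purified enzyme; input: enzyme 0.07 U/mL final; buffer or medium: 50 mM HEPES pH 7.4 with 4.542 mM MgCl2, 0.005% Tween 20; also added: 0.114 mM NADH and 0.1 mM resazurin, final amounts; schedule: 16 min enzyme reaction, ambient temperature; technique: fluorescence of resorufin, 544 nm excitation, 590 nm emission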
STAT3 activator = IL-6 driven STAT3 reporter potentiators, primary screen, U3A cells, luciferase, luminescence, MLSCN library; IL-6 STAT3-luciferase reporter; 100% = signal with IL-6 EC80 alone; activation (% of control), % at 5.6 µM; hit rate 0.91% among 190,000; AID 871, 2007;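 active = activation above the screen-wide mean of compound activation plus 3 SD, cut at about 130% in these data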;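 also: 0% = background luminescence of wells with medium and substrate only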
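system = STAT3-luciferase reporter U3A cells | reagent = IL-6 stimulus at 33 ng/mL final | timing = 1 h compound pre-exposure, 6 h IL-6 stimulation, 37 °C | measured by = luminescence | evaluation = % activation versus median of IL-6-stimulated wells | control set = IL-6-only wells as 100% reference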
TLR4 MyD88 comp = inhibitors of TLR4-MyD88 association in cells, primary screen, cell-based, HeLa CL3-4, BLA complementation, FRET ratio | Toll-like receptor 4 (Homo sapiens) + Myeloid differentiation primary response protein … | HeLa CL3-4 TLR4/MyD88 BLA complementation | inhibition, % at 8.4 µM | hit rate 0.18% among 200,000; in the data active = inhibition above about 25%;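 also: 0% = vehicle and 100% = reference inhibitor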
Target sequence (O00206 whole entry, looked up): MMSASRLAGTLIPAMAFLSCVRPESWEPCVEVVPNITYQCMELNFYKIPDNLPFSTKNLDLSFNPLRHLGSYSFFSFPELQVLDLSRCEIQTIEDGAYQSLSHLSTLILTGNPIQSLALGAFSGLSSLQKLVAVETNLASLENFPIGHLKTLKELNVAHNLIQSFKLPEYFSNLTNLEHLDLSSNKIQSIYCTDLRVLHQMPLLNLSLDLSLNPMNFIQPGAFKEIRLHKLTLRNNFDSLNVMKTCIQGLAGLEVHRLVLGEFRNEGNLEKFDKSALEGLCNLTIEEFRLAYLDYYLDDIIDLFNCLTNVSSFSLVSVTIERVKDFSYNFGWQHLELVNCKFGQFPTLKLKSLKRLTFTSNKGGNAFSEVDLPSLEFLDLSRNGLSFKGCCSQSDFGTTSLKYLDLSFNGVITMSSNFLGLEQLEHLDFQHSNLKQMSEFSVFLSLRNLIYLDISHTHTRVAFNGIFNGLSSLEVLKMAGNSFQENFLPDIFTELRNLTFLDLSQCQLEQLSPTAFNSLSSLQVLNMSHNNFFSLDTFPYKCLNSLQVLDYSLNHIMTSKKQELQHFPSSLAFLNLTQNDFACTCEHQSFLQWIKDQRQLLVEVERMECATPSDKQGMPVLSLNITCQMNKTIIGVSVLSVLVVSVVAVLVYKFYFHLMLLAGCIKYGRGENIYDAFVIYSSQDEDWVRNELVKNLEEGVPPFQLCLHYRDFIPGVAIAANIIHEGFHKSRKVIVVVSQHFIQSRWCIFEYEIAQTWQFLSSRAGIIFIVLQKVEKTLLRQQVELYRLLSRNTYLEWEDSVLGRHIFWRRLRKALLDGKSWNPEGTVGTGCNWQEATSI
Target sequence (Q99836 whole entry, looked up): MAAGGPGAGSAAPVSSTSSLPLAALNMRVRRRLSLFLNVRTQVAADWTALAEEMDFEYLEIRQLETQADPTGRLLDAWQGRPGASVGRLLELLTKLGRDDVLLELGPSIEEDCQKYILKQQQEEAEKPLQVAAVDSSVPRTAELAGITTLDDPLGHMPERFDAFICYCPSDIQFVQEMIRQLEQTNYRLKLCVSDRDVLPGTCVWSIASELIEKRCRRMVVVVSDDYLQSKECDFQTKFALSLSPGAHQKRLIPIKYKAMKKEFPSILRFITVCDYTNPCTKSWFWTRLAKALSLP
STAT3 blocker = IL-6 driven STAT3 reporter inhibitors, primary screen, U3A cells, luciferase, luminescence, MLSCN library | IL-6 STAT3-luciferase reporter; host cell line lacks STAT1 | inhibition, % at 5.5 µM | hit rate 0.89% among 190,000 | AID 862, 2007;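 active = inhibition above the mean inhibition across all screened compounds plus 3 SD, cut at about 44% in these data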;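 also: 0% = DMSO only wells and 100% = 100 µM nifuroxazide control wells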
Hsp70 act = Hsp70 transcriptional activators, primary screen, cell-based, HeLa, Hsp70 promoter luciferase, luminescence, 10 µM. HeLa Hsp70 promoter luciferase reporter; scaled: vehicle 0, proteasome-inhibitor control 100%. activation, % at 10 µM. hit rate 0.04% among 200,000. AID 1203, 2008;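 active = activation above the mean across all tested compounds plus 3 SD, cutoff set per campaign, cut at about 5.5% in these data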;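 also: 100% = MG132 at 30 µM as the positive control and 0% = DMSO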
G6PDH counter = L. mesenteroides G6PDH inhibitors, counter-screen for G6PDH-coupled screening assays, biochemical, Leuconostoc mesenteroides enzyme. Purified L. mesenteroides G6PDH, diaphorase/resazurin coupled fluorescence, 45 min. inhibition, % at 5 µM. hit rate 0.12% among 200,000. AID 1020, 2008. glucose-6-phosphate dehydrogenase [Leuconostoc mesenteroides]; in the data active = inhibition above about 50%
STAT1 blocker = STAT1 signaling inhibitors, primary screen, cell-based, HTS, luciferase reporter; NIH 3T3 STAT1-luciferase reporter, IFN-gamma, luminescence; hit rate 0.35% among 200,000; AID 920, 2007; inhibition, % at 5.5 µM;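 active = inhibition above a set limit, the mean inhibition across all tested compounds plus 3 SD, cut at about 34% in these data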;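 also: 0% = IFN-gamma with DMSO and 100% = IFN-gamma with 300 µM nifuroxazide; values of inactives mirror those of a sister screen read the other way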
APP 5UTR inh = inhibitors of APP translation via 5'UTR reporter, primary screen, APP 5'UTR luciferase, SH-SY5Y cells. SH-SY5Y APP 5'UTR-luciferase reporter, luminescence. hit rate 0.82% among 190,000. inhibition, % at 2 µM;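 active = inhibition above a set limit, derived from the sample mean plus 3 SD, cut at about 45% in these data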; also: values of inactives mirror those of a sister screen read the other way
Diaphorase inh = diaphorase inhibitors and chemical oxidizers, primary screen, counter-screen for diaphorase-coupled primary assays, biochemical, uHTS, resorufin fluorescence; AID 1217, 2008; diaphorase resazurin-to-resorufin fluorescence, NADH, 16 min; bacterial (C. kluyveri) enzyme, not human; inhibition, % at 20 µM; hit rate 0.69% among 190,000;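 active = primary screen inhibition at 20 µM above a set limit, cut at about 50% in these data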;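 also: plate controls were DMSO with full reaction for no effect and wells lacking NADH for full effect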
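Assay system: diaphorase enzyme from Clostridium kluyveri. Quantity: enzyme working solution with 0.14 U/mL diaphorase. Schedule: reaction incubation of 16 min at room temperature. Technique: resorufin fluorescence, excitation 544 nm, emission 590 nm. Controls: No-NADH positive control and DMSO neutral control.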
STAT1 act = STAT1 signaling activators, primary screen, cell-based, HTS, luciferase reporter; hit rate 2.6% among 200,000; activation (% of control), % at 5.5 µM; NIH 3T3 STAT1-luciferase reporter, IFN-gamma, luminescence; 100% = IFN-gamma alone, no compound;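 active = activation above the screen-wide mean activation plus 3 SD, cut at about 130% in these data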;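 also: raw ratio to IFN-gamma control signal so 100% means no change and 0% no light; values of inactives mirror those of a sister screen read the other way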
Starred values were filed as active, the others as inactive; nt = not tested or not shown. Not a hit list (roughly 6.1% active in at least one column).

SMILES	Diaphorase act	STAT3 activator	TLR4 MyD88 comp	STAT3 blocker	Hsp70 act	G6PDH counter	STAT1 blocker	APP 5UTR inh	Diaphorase inh	STAT1 act
COc1ccc(/C=C2\C(=O)NC(=S)N2C(=O)c2ccc(C)cc2)cc1	0.9	109	-6	-6	-0.2	11	-19	6	12	117
Cc1nc(Sc2cccn2C)c(C(F)(F)F)c(=O)[nH]1	0.8	96	10	5	-0.5	-1	3	10	22	95
COc1cccc(CNC(=O)c2ccccc2N)c1	0.8	105	19	-2	-0.1	2	-6	-7	17	106
Cc1ccc(/C=C/C(=O)O)cc1S(=O)(=O)NC1CCS(=O)(=O)C1 (configuration not stated)	0.8	102	-8	1	0.1	5	-4	-6	18	102
CC1CCCN(S(=O)(=O)c2cccc(-c3cn4cccnc4n3)c2)C1 (configuration not stated)	0.9	90	0	16	-0.2	1	1	5	9	99
O=C(O)COc1ccc(/C=N/NC(=O)c2ccccc2Br)cc1	0.9	104	-17	8	0.2	8	-5	-13	8	103
COc1cccc(C(=O)Nc2cccc(C(=O)N3CCOCC3)c2)c1	1	100	-1	2	-0.1	-4	-3	-7	4	104
O=C1C2C3C=CC(C3)C2C(=O)N1CC1CCCO1 (configuration not stated)	1	99	10	4	-0.5	-9	-1	-2	1	95
NC(=O)c1ccccc1NS(=O)(=O)Cc1ccccc1	0.8	101	-12	3	0.0	2	4	-10	20	96
COCCN(C(=O)c1cc(OC)c(OC)c(OC)c1)c1c(N)n(Cc2ccccc2)c(=O)[nH]c1=O	1	101	-7	4	-0.1	-1	6	-6	0	92
O=S(=O)(Cc1ccccc1)NCC1CCCN(Cc2cccc3nonc23)C1 (configuration not stated)	0.7	107	1	-2	-0.4	13	10	-9	26	90
O=c1oc2ccc(Cl)cc2cc1-c1nnc(Nc2cccc(C(F)(F)F)c2)s1	0.9	100	15	0	-0.1	9	-3	-25	5	103
COc1cc(NC(=O)CN2c3cccc4cccc(c34)S2(=O)=O)cc(OC)c1OC	0.9	93	14	12	-0.3	2	18	-6	6	84
N#CC(Sc1ccccn1)c1ccc(Cl)cc1 (configuration not stated)	0.9	86	-12	24	-0.3	1	8	12	11	91
COc1ccc(C(=O)N2CCOC2CNC(=O)C(=O)NCc2ccc(Cl)cc2)cc1 (configuration not stated)	1	94	-6	11	0.0	-3	-7	-7	1	106
O=S(=O)(c1ccc(NC(=S)NCCC(c2ccccc2)c2ccccc2)cc1)N1CCOCC1	1	102	-8	1	-0.5	10	2	3	3	98
COC(=O)CCCCCCCCCCN1CCCCC1	0.8	98	-1	4	-0.4	-9	-1	-13	17	101
CCOc1ccc(CC(=O)C2=C(N3CCOCC3)CC(C)(C)CC2=O)cc1OCC	0.9	95	-7	15	-0.1	7	3	11	9	96
CCOc1cc(NC(=O)c2cccs2)c(OCC)cc1NC(=O)CCC(=O)NCCN1CCOCC1	1	105	-16	0	-0.2	11	-5	-95	3	103
COc1ccc2nc(SCC(=O)Nc3cc(OC)c(OC)cc3C(=O)O)c(C)cc2c1	0.9	106	-18	-2	-0.5	10	-8	0	6	106
CC(OC(=O)C1CCCCC1)c1nc2ccccc2[nH]1 (configuration not stated)	0.9	84	14	19	-0.2	-3	3	nt	12	97
COc1cccc(-n2c(SCC(=O)NCCC3=CCCCC3)nc3n[nH]c(C)c3c2=N)c1	1	99	-2	6	-0.4	7	-4	4	-3	103
COc1ccc2c(=O)c3c(=O)n(Cc4ccco4)c(C(C)C)nc3oc2c1	0.8	99	14	5	-0.2	6	6	-5	17	95
COC(=O)c1c(NC(=O)CN2CCN(S(=O)(=O)c3ccccc3[N+](=O)[O-])CC2)sc2c1CCC(C)C2 (configuration not stated)	0.9	99	-17	-1	-0.2	8	-3	7	13	103
CCOc1ccc2[nH]c(=O)c(C(c3nnnn3CC3CCCO3)N3CCc4ccccc4C3)cc2c1 (configuration not stated)	0.4	109	-4	-6	0.0	14	6	-20	59*	93

Entries of single compounds, quoted from the list. Order of screens: Diaphorase act, STAT3 activator, TLR4 MyD88 comp, STAT3 blocker, Hsp70 act, G6PDH counter, STAT1 blocker, APP 5UTR inh, Diaphorase inh, STAT1 act
Shown for `O=c1oc2ccc(Cl)cc2cc1-c1nnc(Nc2cccc(C(F)(F)F)c2)s1` = 0.9, 100, 15, 0, -0.1, 9, -3, -25, 5, 103
Shown for `COC(=O)CCCCCCCCCCN1CCCCC1` = 0.8, 98, -1, 4, -0.4, -9, -1, -13, 17, 101

More results:
SMILES	Diaphorase act	STAT3 activator	TLR4 MyD88 comp	STAT3 blocker	Hsp70 act	G6PDH counter	STAT1 blocker	APP 5UTR inh	Diaphorase inh	STAT1 act
CCOC(=O)C1=C(CNCCc2ccc(Cl)cc2)NC(=O)NC1c1ccc2c(c1)OCO2 (configuration not stated)	0.9	108	5	-2	-0.4	-16	-3	-9	9	103
CN1CCN(C(=O)c2cc3sccc3n2CC(=O)c2ccccc2)CC1	0.8	109	1	0	0.2	8	11	-10	24	90
N#C/C(=C/c1ccc(N2CCCCC2)o1)C(=O)Nc1ccc2ccccc2c1	0.8	96	16	5	-0.5	-2	-15	-18	22	113
Cc1cc(Cl)ccc1NC(=O)CN1CCC(C(O)(c2ccccc2)c2ccccc2)CC1	0.8	115	-3	-9	0.6	3	11	-1	22	90
c1ccc(-c2csc3ncnc(NCCCN4CCOCC4)c23)cc1	1.1	85	-7	20	-0.3	5	14	-2	-13	88
CN1C(=O)S/C(=C/c2cccn2-c2cccc(C(=O)O)c2)C1=O	1	111	4	-9	-0.3	7	0	-4	1	98
O=C1C(Cc2ccccc2)NC(=S)N1c1ccccc1 (configuration not stated)	0.9	101	-6	-1	-0.3	4	-7	-2	8	106
COc1ccc(Cc2nnc(NC(=O)c3cccc(C)c3)s2)cc1	1	99	7	8	0.0	3	-4	-8	3	102
COc1ccc(NC(=S)NC2CCCCC2)cn1	0.8	105	0	2	0.1	8	-7	16	19	106
CCN(CC)c1ccc(/C=N/NC(=O)c2cccc(S(=O)(=O)N3CCOCC3)c2)c(O)c1	0.9	90	22	17	-0.5	-12	5	60*	12	93
Cc1ccccc1CNC(=O)c1ccc(CSCc2ccccc2)cc1	0.7	101	8	5	-0.1	-18	0	4	33	100
Cc1cc(NC(=O)COC(=O)c2oc3c(ccc4ccccc43)c2C)no1	1.1	88	-3	22	-0.1	-3	-2	10	-6	101
Cn1c(=S)ccc2ccccc21	0.9	89	-17	14	-0.2	7	12	-16	9	88
O=c1c(/C=N/O)coc2ccc3ccccc3c12	1	101	8	5	-0.1	3	7	1	2	94
COc1ccc(OCCNC(=O)Nc2cc(F)c(F)cc2Cl)cc1	1	98	9	7	0.0	7	5	-7	5	92
Cc1cc2ccccc2n1CCNC(=O)c1cccs1	0.8	118	1	-11	0.6	-3	-25	0	22	123
O=C(Nc1ccccc1N1CCOCC1)c1ccc2ccccc2n1	0.8	120	-16	-18	-0.2	5	2	-4	22	99
CN(C)S(=O)(=O)c1ccc2nc(NC(=O)c3cccnc3)sc2c1	0.9	106	4	-5	0.1	3	-27	-83	9	121
CCCCNC(=O)Nc1nc2ccc(CC)cc2s1	0.9	95	20	14	0.2	10	-47	-85	11	144*
Cc1ccc(S(=O)(=O)n2[nH]c(=O)c(CCO)c2C)cc1	0.9	93	-24	13	0.1	6	-1	-8	8	99
Clc1ccc(-c2nnc(-c3ccccc3)nc2N2CCSCC2)cc1	1	96	-3	4	-0.2	6	-8	-14	-3	107
O=C(/C=C/c1ccc([N+](=O)[O-])cc1)OCC(=O)N1c2ccccc2Sc2ccccc21	0.8	108	1	-13	-0.4	-11	4	1	16	99
CCCOc1ccc(Cc2nc(N)nc(N)n2)cc1	1	100	-3	5	0.8	4	-20	1	-4	118
CC(C)CN(C(=O)CN1CCC(C)CC1)c1c(N)n(CC(C)C)c(=O)[nH]c1=O	1.1	101	-6	6	-0.1	6	1	1	-9	98
CN1CCN(C(=O)/C(=C/c2cccs2)NC(=O)c2ccco2)CC1	1.2	102	-7	3	0.1	7	-7	-17	-16	105
CCOc1ccc(C(Nc2ccc(C)cc2)P2(=O)OCCCO2)cc1 (configuration not stated)	1	101	1	2	-0.2	0	-5	6	2	104
Cc1ccc2[nH]c3c(c2c1)CCc1cn[nH]c1-3	0.3	94	2	11	-0.1	-45	-4	-11	70*	104

Grouped by structure: the compounds so far containing an NH in an aromatic ring
SMILES	Diaphorase act	STAT3 activator	TLR4 MyD88 comp	STAT3 blocker	Hsp70 act	G6PDH counter	STAT1 blocker	APP 5UTR inh	Diaphorase inh	STAT1 act
Cc1nc(Sc2cccn2C)c(C(F)(F)F)c(=O)[nH]1	0.8	96	10	5	-0.5	-1	3	10	22	95
COCCN(C(=O)c1cc(OC)c(OC)c(OC)c1)c1c(N)n(Cc2ccccc2)c(=O)[nH]c1=O	1	101	-7	4	-0.1	-1	6	-6	0	92
CC(OC(=O)C1CCCCC1)c1nc2ccccc2[nH]1 (configuration not stated)	0.9	84	14	19	-0.2	-3	3	nt	12	97
COc1cccc(-n2c(SCC(=O)NCCC3=CCCCC3)nc3n[nH]c(C)c3c2=N)c1	1	99	-2	6	-0.4	7	-4	4	-3	103
CCOc1ccc2[nH]c(=O)c(C(c3nnnn3CC3CCCO3)N3CCc4ccccc4C3)cc2c1 (configuration not stated)	0.4	109	-4	-6	0.0	14	6	-20	59*	93
Cc1ccc(S(=O)(=O)n2[nH]c(=O)c(CCO)c2C)cc1	0.9	93	-24	13	0.1	6	-1	-8	8	99
CC(C)CN(C(=O)CN1CCC(C)CC1)c1c(N)n(CC(C)C)c(=O)[nH]c1=O	1.1	101	-6	6	-0.1	6	1	1	-9	98
Cc1ccc2[nH]c3c(c2c1)CCc1cn[nH]c1-3	0.3	94	2	11	-0.1	-45	-4	-11	70*	104
